Bioassay records deposited in PubChem BioAssay by several laboratories.
procasp7 counter – counter-screen for procaspase-3 activators: activators of human procaspase-7; P55210; recombinant procaspase-7, Ac-DEVD-pNA absorbance 405 nm; D23A/D198A/D206A triple mutant, cannot self-cleave; scale: DMSO 0, 5 µM enzyme 100; activation, % at 8.5 µM; 330,000 compounds, 0.093% hits;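 active = percent activation above the screen-wide mean plus 3 SD, cut at about 25% in these data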
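Assay system: Uncleavable procaspase-7 mutant enzyme / Input: 2 µM procaspase-7 mutant as dispensed / Dosing: single nominal 8.5 µM compound dose, 0.8% DMSO final / Timing: 1 h enzyme–compound preincubation and 2 h substrate reaction, both 25 °C / Detection: p-Nitroaniline absorbance at 405 nm, read at 0 and 120 min / Replication: singlicate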
LAP4-GFP MLPCN – modulators of TOR pathway LAP4-GFP in S. cerevisiae; S. cerevisiae LAP4-GFP multiplex, flow cytometry GFP, 3 h; median GFP as percent of DMSO wells; GFP response vs DMSO, % at 10 µM; 320,000 compounds, 0.34% hits;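 active = GFP response vs DMSO above a set limit, about the screen mean plus 3 SD, cut at about 150% in these data; inconclusive = under 70 cell events counted for the yeast strain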
procasp3 activ – activates human procaspase-3; P42574; recombinant procaspase-3 D3A, Ac-DEVD-pNA absorbance 405 nm; activation, % at 8.5 µM; 330,000 compounds, 0.11% hits; AID 463141;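 active = activation above the mean of all tested compounds plus 3 SD, cut at about 21% in these data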;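 note: 0% = DMSO alone and 100% = DMSO wells spiked with extra 5 µM PC-3 D3A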
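Assay system: Autoprocessing-dead procaspase-3 D3A mutant enzyme; also added: Ac-DEVD-pNA; doses: one concentration, 8.5 µM nominal, 0.8% DMSO; times: 1 h compound preincubation, 2 h substrate hydrolysis at 25 °C; technique: 405 nm absorbance of p-nitroaniline, reads at 0 and 120 min; measure: % activation between DMSO and enzyme-spiked controls; repeats: single replicate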
ZTA DNA inh – blocks Epstein-Barr virus ZTA, an EBNA-1 counter-screen; ZTA-DNA binding, fluorescence polarization; inhibition, % at 11 µM; 320,000 compounds, 0.15% hits; in the data active = inhibition above about 33%
MEP2-GFP yeast – alters MEP2-GFP fluorescence in TOR pathway yeast screen; S. cerevisiae MEP2-GFP strain, flow cytometry GFP, 3 h; 100% = DMSO control level; GFP response vs DMSO, % at 10 µM; 330,000 compounds, 0.51% hits; AID 2016;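 active = GFP response versus DMSO above a set limit, roughly screen mean plus 3 SD, cut at about 180% in these data; inconclusive = fewer than 70 cells counted for a yeast strain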;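 note: median GFP fluorescence of the barcode-gated MEP2-GFP cells per well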
AHR act – activates the human aryl hydrocarbon receptor; P35869; AHR-responsive luciferase reporter cells, luminescence; activation, % at 5 µM; 320,000 compounds, 2.5% hits; in the data active = activation above about 47%;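 note: 0% = vehicle wells and 100% = reference agonist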
RPL19A TOR yeast – yeast TOR pathway RPL19A-GFP modulation. S. cerevisiae RPL19A-GFP strain, flow cytometry, 3 h; active compounds read low. percent response vs DMSO, % at 10 µM. 330,000 compounds, 0.3% hits. AID 2025;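 active = percent response vs DMSO below 50%; inconclusive = fewer than 70 events counted for the yeast strain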;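 note: median channel GFP fluorescence of the barcoded RPL19A-GFP strain; ratio of sample median GFP to plate DMSO average so 100% = DMSO; lower means less RPL19A-GFP as with rapamycin TOR inhibition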
EBNA-1 inhibitor – blocks EBNA-1 binding to DNA; EBNA-1 DNA binding, fluorescence polarization; inhibition, % at 14.8 µM; 300,000 compounds, 0.34% hits; AID 1950; in the data active = inhibition above about 28%
An asterisk follows results filed as active; ? = inconclusive; · = not tested or not shown; [ ] = another dose, or the depositor's remark.

cpd	Compound	procasp7 counter	LAP4-GFP MLPCN	procasp3 activ	ZTA DNA inh
1	CCOc1ccc(C(CCc2ccccc2)NC(=O)c2ccccc2OC)cc1OCC (stereo unspecified)	6	99	6	10
2	COC(=O)C1(O)CC(CC(C)C)=NN1C(=O)c1ccccc1 (stereo unspecified)	16	103	-3	-12
3	CCCCN1CC[C@H]2C=CC[C@@H](C(=O)Nc3ccccc3)[C@H]2C1=O	2	120	11	-7
4	Cn1ncc2c(=O)n(/N=C/c3ccccc3)cnc21	-3	98	4	0
5	COc1ccc(CCNC(=O)Cc2ccc(NS(=O)(=O)c3ccc(F)cc3)cc2)cc1OC	2	97	-2	-12
6	Cc1nnc(SCC(=O)N2CCC(c3noc4ccc(F)cc34)CC2)s1	-3	97	0	16
7	CC(C)C(=O)NNC(=O)c1cc2sccc2s1	4	102	6	-3
8	CCOC(=O)C1=C(C)N(C)C(=S)NC1c1c(OCC)ccc2ccccc12 (stereo unspecified)	5	98	4	-10
9	OCC[C@H]1C[C@@H](O)[C@H](O)[C@@]2(Cc3ccccc3O2)O1	-3	105	5	7
10	CCc1ccc(C(=O)N2CCCN(C)CC2)s1	4	99	-10	17

cpd	MEP2-GFP yeast	AHR act	RPL19A TOR yeast	EBNA-1 inhibitor
1	100	2	101	-1
2	107	4	104	-13
3	87	3	90	-11
4	104	-3	107	-15
5	93	0	98	·
6	99	-5	102	-4
7	98	5	93	-12
8	109	6	106	1
9	101	4	101	-11
10	101	5	102	-2

Laid out differently: entries from further up.
Values run as follows: procasp7 counter	LAP4-GFP MLPCN	procasp3 activ	ZTA DNA inh	MEP2-GFP yeast	AHR act	RPL19A TOR yeast	EBNA-1 inhibitor
9	OCC[C@H]1C[C@@H](O)[C@H](O)[C@@]2(Cc3ccccc3O2)O1
  -3	105	5	7	101	4	101	-11
10	CCc1ccc(C(=O)N2CCCN(C)CC2)s1
  4	99	-10	17	101	5	102	-2

(next part)
cpd	Compound	procasp7 counter	LAP4-GFP MLPCN	procasp3 activ	ZTA DNA inh
11	Cc1cccc(-c2ncc(S(=O)(=O)C(C)(C)C)c(N)n2)c1	0	112	0	6
12	CCOc1ccccc1-c1nc(CN2CCC(C(=O)N3CCOCC3)CC2)c(C)o1	12	112	-5	1
13	O=C(Nc1ccc(NC(=O)C2CC2)nc1)c1ccccn1	4	103	0	-10
14	CCCc1noc(-c2cccc([N+](=O)[O-])c2)n1	7	107	-1	-5
15	CCN(CC)c1ccc(C=Nc2cc(C)ccc2C)c(O)c1	1	90	-6	-2
16	Cc1nc2ccc(NC(=O)c3nn(C(C)C)c(=O)c4ccccc34)cc2s1	0	97	3	5
17	COc1cc(CNc2nc3ccccc3[nH]2)cc(OC)c1OC	7	108	7	1
18	Cc1ccc2[nH]cc(C(=O)CN3CCN(c4ccccc4F)CC3)c2c1	1	104	-2	18
19	CCCCOc1ccc(C(O)C(CN2CCCCC2)c2ccccc2)cc1 (stereo unspecified)	-1	101	7	-7
20	O=C(COC(=O)C12CC3CC(CC(C3)C1)C2)Nc1ccc2[nH]c(=O)[nH]c2c1	-3	105	3	1

cpd	MEP2-GFP yeast	AHR act	RPL19A TOR yeast	EBNA-1 inhibitor
11	89	18	94	3
12	104	3	100	8
13	99	0	96	3
14	102	-3	96	1
15	98	7	95	-4
16	104	21	102	-2
17	101	0	105	6
18	106	1	99	5
19	103	0	96	-14
20	119	1	117	6

Carrying on.
cpd	Compound	procasp7 counter	LAP4-GFP MLPCN	procasp3 activ	ZTA DNA inh
21	O=C1C(Cc2ccc(O)cc2)NC(=S)N1Cc1ccccc1 (stereo unspecified)	0	100	0	10
22	CCCCC(=O)N/N=C/c1ccc(-c2ccc([N+](=O)[O-])cc2)o1	-5	97	4	-14
23	CCC(C)NC(=O)CCSCCC(=O)NC(C)CC (stereo unspecified)	3	113	-15	1
24	Cc1ccc(NCC(=O)N/N=C\c2ccc([N+](=O)[O-])o2)cc1	3	92	2	6
25	COc1cc(CNCCO)ccc1OCCc1ccccc1	-5	96	7	-4
26	CCn1nc(C(=O)Nc2cc(Cl)ccc2-n2cncn2)c2ccccc2c1=O	-3	110	8	-3
27	COc1cc(C(=O)NCCN2CCN(C(=O)c3cc(OC)c(OC)c(OC)c3)CC2)cc(OC)c1OC	-2	89	9	16
28	Cc1ccc(OCCn2ccc(=O)[nH]c2=O)cc1C	-4	98	-3	-5
29	NC(=O)C1(N2CCCCC2)CCN(C(=S)NCCc2ccccc2)CC1	-7	100	6	-11
30	CS(=O)(=O)N1CCN(C(=O)c2cccnc2)CC1	4	98	6	-16

cpd	MEP2-GFP yeast	AHR act	RPL19A TOR yeast	EBNA-1 inhibitor
21	105	0	100	-6
22	105	18	104	5
23	92	14	91	-2
24	103	17	101	2
25	105	-3	102	-5
26	98	35	103	-1
27	95	0	99	11
28	93	-1	95	7
29	100	3	96	-4
30	101	-1	97	-1

Later entries.
cpd	Compound	procasp7 counter	LAP4-GFP MLPCN	procasp3 activ	ZTA DNA inh
31	COc1ccc(N2C(=O)/C(=C3/C=CC=CN3C)SC2=S)cc1	-15	89	-9	10
32	COc1ccc(S(=O)(=O)Oc2ccc3ccccc3c2)cc1	-2	120	-6	-7
33	O=C(Nc1ccnc(-c2ccncc2)n1)c1cccs1	-2	92	5	11
34	Cc1ccc(/C=C/C(=O)OCC(=O)NCc2cccs2)o1	-4	92	4	·
35	COc1cc2c(cc1OC)C(c1ccc(Br)cc1)N(C(=O)c1ccccc1C(=O)O)CC2 (stereo unspecified)	8	98	6	10
36	O=C(c1cc(COc2ccccc2)on1)N1CCCC(OCc2cccnc2)C1 (stereo unspecified)	-6	108	-5	2
37	c1ccc(-c2nc(CSc3nnc(-c4cccs4)o3)cs2)cc1	-8	107	7	-5
38	Cc1cccc(N2CCN(C(=O)c3ccc4c(c3)NC(=O)C(CSCc3cccc(F)c3)N4)CC2C)c1 (stereo unspecified)	3	?	-5	-1
39	O=C(C1CCN(S(=O)(=O)c2ccccc2[N+](=O)[O-])CC1)N1CCOCC1	-8	97	1	1
40	CCn1c(C)nc2cc(C(=O)N=Nc3c(O)[nH]c4ccccc34)ccc21	-1	85	3	5

cpd	MEP2-GFP yeast	AHR act	RPL19A TOR yeast	EBNA-1 inhibitor
31	99	0	90	0
32	125	-3	112	-9
33	97	56*	95	-9
34	100	0	102	·
35	102	2	96	-2
36	105	2	100	8
37	96	15	95	1
38	188*[may fluoresce violet]	3	20*[may fluoresce violet]	-18
39	99	5	98	-1
40	99	13	108	4

Following part.
cpd	Compound	procasp7 counter	LAP4-GFP MLPCN	procasp3 activ	ZTA DNA inh
41	Cc1ccc(NC(=O)NCCSc2ccc(C)cc2)cc1	2	105	6	5
42	NC(=O)c1nsc(C(=O)N(c2ccc(Cl)cc2)C(C(=O)NCC2CCCO2)c2cccs2)c1N (stereo unspecified)	4	103	11	1
43	CC(=O)c1ccc(NC(=O)C2CCC(C)(C(=O)O)C2(C)C)cc1 (stereo unspecified)	12	94	3	1
44	C/C(=N\OC(=O)c1ccccc1)c1cc(-c2ccc(Cl)cc2)no1	8	98	6	0
45	CN(c1ccccc1)c1nc(N)c([N+](=O)[O-])c(Nc2cccc(F)c2)n1	-4	98	4	-8
46	CC(=O)N(Cc1cc(=O)[nH]c2ccccc12)c1ccc(C)cc1C	4	100	4	6
47	CCNCc1cc(OCC)c(OCC(=O)NCCc2ccccc2)cc1Cl	3	90	-3	-4
48	CCOc1ncccc1C(=O)OCC(=O)NCc1ccccc1	10	99	-9	·
49	COc1cc(NC(=O)CCCNC(=O)c2ccc(Cl)cc2)cc(OC)c1OC	13	98	-10	-22
50	COc1ccc(N2CCN(C(=O)c3ccc4[nH]c(C)c(C)c4c3)CC2)cc1	2	102	-2	1

cpd	MEP2-GFP yeast	AHR act	RPL19A TOR yeast	EBNA-1 inhibitor
41	100	8	100	-9
42	100	20	99	3
43	98	0	95	3
44	99	-5	102	-7
45	112	7	105	0
46	105	7	100	13
47	95	12	101	-1
48	96	4	94	·
49	103	2	100	-9
50	98	4	97	-16

Next section
cpd	Compound	procasp7 counter	LAP4-GFP MLPCN	procasp3 activ	ZTA DNA inh
51	CC(C)CNC1=C(C(=S)Nc2ccccc2)C(=O)CC(C)(C)C1	5	98	1	1
52	CC(=O)NC(CC(=O)Nc1ccc(S(=O)(=O)N2CCCC2)cc1)c1ccccc1 (stereo unspecified)	9	96	-3	-18
53	O=C(CSc1cn(CCNC(=O)c2ccccc2)c2ccccc12)NCc1ccco1	0	94	1	-4
54	C/C(=N/NC(=O)CNC(=O)c1cccnc1)c1ccc(Cl)c(Cl)c1	4	88	1	16
55	O=S(=O)(NCc1cccnc1)c1ccc(Cl)c(Cl)c1	9	104	2	9
56	CCOC(=O)Cn1nc(C)c(NC(=O)CCc2ccccc2)c1C	2	88	2	8
57	FC(F)Oc1ccccc1C1CC(c2ccc(Br)s2)Nc2ncnn21 (stereo unspecified)	1	?	-1	3
58	O=C1c2ccc([N+](=O)[O-])cc2S(=O)(=O)N1Cc1ccccc1	0	120	3	4
59	C=CCNc1nc2ccccc2nc1NS(=O)(=O)c1ccc(F)cc1	-1	92	3	2
60	C=C(C)Cn1cnc2cc(C)c(C)cc21	2	109	-3	-17
61	COc1ccc(CC(=O)Nc2cc(S(=O)(=O)N3CCCC3)ccc2Cl)c(OC)c1	8	108	5	11

cpd	MEP2-GFP yeast	AHR act	RPL19A TOR yeast	EBNA-1 inhibitor
51	94	0	96	1
52	108	-1	103	2
53	97	9	99	-1
54	106	9	103	14
55	102	1	98	0
56	99	-5	98	2
57	?	0	?	-2
58	103	-1	106	9
59	105	1	96	13
60	105	-2	94	4
61	102	1	103	·

Filtered by structure, those above containing a Cl atom.
cpd	Compound	procasp7 counter	LAP4-GFP MLPCN	procasp3 activ	ZTA DNA inh
26	CCn1nc(C(=O)Nc2cc(Cl)ccc2-n2cncn2)c2ccccc2c1=O	-3	110	8	-3
42	NC(=O)c1nsc(C(=O)N(c2ccc(Cl)cc2)C(C(=O)NCC2CCCO2)c2cccs2)c1N (stereo unspecified)	4	103	11	1
44	C/C(=N\OC(=O)c1ccccc1)c1cc(-c2ccc(Cl)cc2)no1	8	98	6	0
47	CCNCc1cc(OCC)c(OCC(=O)NCCc2ccccc2)cc1Cl	3	90	-3	-4
49	COc1cc(NC(=O)CCCNC(=O)c2ccc(Cl)cc2)cc(OC)c1OC	13	98	-10	-22
54	C/C(=N/NC(=O)CNC(=O)c1cccnc1)c1ccc(Cl)c(Cl)c1	4	88	1	16
55	O=S(=O)(NCc1cccnc1)c1ccc(Cl)c(Cl)c1	9	104	2	9
61	COc1ccc(CC(=O)Nc2cc(S(=O)(=O)N3CCCC3)ccc2Cl)c(OC)c1	8	108	5	11

cpd	MEP2-GFP yeast	AHR act	RPL19A TOR yeast	EBNA-1 inhibitor
26	98	35	103	-1
42	100	20	99	3
44	99	-5	102	-7
47	95	12	101	-1
49	103	2	100	-9
54	106	9	103	14
55	102	1	98	0
61	102	1	103	·
